# Source: PubChem BioAssay
# FLuc modulator – counter-screen for miR-21 project: firefly luciferase inhibitors or activators; purified FLuc, Km substrates, luminescence inhibition; Potency, µM (top dose mostly 57.5 µM), for inactives: at the top dose activity change, negative = inhibition, most hits filed as inhibitors; 360,000 compounds, 6.9% hits;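 further: plate controls were vehicle for no effect and reference inhibitor for full effect; nearly all actives have a fitted effect of over 55% in size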
# Target sequence (P08659 whole entry, looked up): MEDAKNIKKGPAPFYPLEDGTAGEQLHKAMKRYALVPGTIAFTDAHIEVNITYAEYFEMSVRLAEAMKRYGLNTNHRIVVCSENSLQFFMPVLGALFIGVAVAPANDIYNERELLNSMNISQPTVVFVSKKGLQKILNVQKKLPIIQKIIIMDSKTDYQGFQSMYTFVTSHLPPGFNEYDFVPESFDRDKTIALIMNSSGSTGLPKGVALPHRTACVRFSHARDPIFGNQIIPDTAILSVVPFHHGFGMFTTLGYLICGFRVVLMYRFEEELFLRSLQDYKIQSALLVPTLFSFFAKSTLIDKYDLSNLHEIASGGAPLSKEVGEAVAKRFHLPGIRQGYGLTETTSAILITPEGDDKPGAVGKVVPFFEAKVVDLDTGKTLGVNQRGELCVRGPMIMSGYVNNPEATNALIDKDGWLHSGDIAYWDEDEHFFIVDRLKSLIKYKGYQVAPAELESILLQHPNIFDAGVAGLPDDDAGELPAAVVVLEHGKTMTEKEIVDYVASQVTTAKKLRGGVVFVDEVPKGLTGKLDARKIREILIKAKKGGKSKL
#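 Purified P. pyralis luciferase, 10 nM final, with Km-level 10 uM D-luciferin and 10 uM ATP in 50 mM Tris acetate pH 7.5, 10 mM Mg acetate, 0.01% Tween-20, 0.05% BSA; 6-point qHTS titration about 60 µM downward; luminescence read.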
# MLL CXXC-DNA inh – blocks binding of human MLL CXXC domain to DNA. 290,000 compounds, 0.037% hits. MLL-CXXC / FITC-HOXA9 DNA fluorescence polarization. Potency, µM (doses to about 115 µM), without a hit: top-dose activity change, negative = inhibition, actives largely listed as inhibitors. AID 2662. Q03164; active means well fitted inhibition curve with a large enough effect in the polarisation, with a control signal flat, not every such curve was filed as active; inconclusive means small, poorly fitted or top-dose-only effect, or effect the other way, or a change in a side signal; inactive means no such curve, though single readings can be large or run the other way; the % refers to the polarisation
#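 Fluorescence polarization: 7 uM MLL-CXXC (stock) preincubated 5 min with compounds, then 50 nM fluorescein-HOX-A9 DNA (stock) added; 30 min ambient. Buffer 50 mM Tris-HCl pH 7.5, 50 mM NaCl, 1 mM DTT, 0.05% BSA.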
# VP16 counter – inhibits Gal4-VP16 luciferase reporter, ROR gamma counter-screen | Potency, µM (series often up to 53.6 µM), inactives show at the highest dose activity, negative = inhibition, actives largely listed as inhibitors | Drosophila S2 Gal4-VP16 UAS-luciferase, luminescence, 20 h | AID 2546 | 310,000 compounds, 3.5% hits;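 further: Gal4-VP16 expression switched on by copper sulfate through the metallothionein promoter; on the % scale 0 is the no-effect control and ±100 the full control effect; nearly all actives have a fitted effect of over 50% in size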
# MBNL1-CUG inh – inhibitors of human MBNL1 binding to CUG repeat RNA | Potency, µM (doses to about 57.5 µM), for the others: at the highest dose activity change, negative = inhibition, hits mostly inhibitors | Q9NR56 | TR-FRET MBNL1-His/biotin-(CUG)12 binding, 665/545 ratio | 280,000 compounds, 0.036% hits | AID 2675; active means well fitted inhibition curve with a large enough effect in the signal ratio, with a control signal flat, not every such curve was filed as active; inconclusive means small, poorly fitted or top-dose-only effect, or effect the other way, or a change in a side signal; inactive means no such curve, though single readings can be large or run the other way; the % refers to the signal ratio; further: on the % scale 0 is the no-effect control and ±100 the full control effect
#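 Inhibition of protein-RNA binding appears as loss of TR-FRET between terbium anti-His antibody on MBNL1-His and streptavidin-XL665 on biotin-(CUG)12. Activity is normalized to buffer-only and uninhibited-complex controls.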
# p53 reactivation – mutant p53 re-activation in reporter cells. Potency, µM (highest dose often 92.2 µM), inactives show top-dose activity change, positive = activation, most hits filed as activators. 320,000 compounds, 0.063% hits. H1299 p53-A138V BP100-luciferase reporter, luminescence, 24 h. AID 504706; further: % of control where 0% means no effect; nearly all actives have a fitted effect of over 45% in size
#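 H1299 (p53-null), stable ts p53-A138V + BP100-Luc; 1000 cells/well, Opti-MEM/10% FBS; cpd 4 pt, 1:5; 24 h, 37 deg C, 5% CO2; detection reagent 10 min RT; luminescence.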
# RORgamma inh – blocks mouse ROR gamma transcriptional activity. Drosophila S2 Gal4-RORgamma UAS-luciferase reporter, 20 h. Potency, µM (highest dose often 53.6 µM), without a hit: at the top dose activity change, negative = inhibition, actives largely listed as inhibitors. 310,000 compounds, 5.4% hits; further: on the % scale 0 is the no-effect control and ±100 the full control effect; nearly all actives have a fitted effect of over 60% in size
# Target sequence (P51450 whole entry, looked up, the tested form may be a part): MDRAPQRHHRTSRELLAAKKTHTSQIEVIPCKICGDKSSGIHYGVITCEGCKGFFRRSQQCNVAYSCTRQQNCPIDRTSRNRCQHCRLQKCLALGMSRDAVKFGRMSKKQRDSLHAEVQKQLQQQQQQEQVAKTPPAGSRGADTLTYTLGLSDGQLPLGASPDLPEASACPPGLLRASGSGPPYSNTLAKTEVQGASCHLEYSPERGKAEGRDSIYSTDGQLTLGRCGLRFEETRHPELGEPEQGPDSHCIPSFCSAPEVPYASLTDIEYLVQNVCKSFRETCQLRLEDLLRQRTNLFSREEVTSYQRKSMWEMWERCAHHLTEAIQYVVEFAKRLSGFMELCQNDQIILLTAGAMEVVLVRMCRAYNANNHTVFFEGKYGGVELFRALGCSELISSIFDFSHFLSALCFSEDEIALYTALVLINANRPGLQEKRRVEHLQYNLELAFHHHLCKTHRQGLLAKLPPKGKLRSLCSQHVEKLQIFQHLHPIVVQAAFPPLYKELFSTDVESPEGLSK
#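 Read-out: Photinus luciferase luminescence; inhibitors lower reporter signal. Insect Schneider cells with Gal4-ROR gamma fusion under metallothionein promoter, UAS reporter; 700 uM final copper sulfate induction, 20 hr, ambient temperature.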
# NPC1 promoter act – activates the NPC1 promoter | Huh7 NPC1 promoter luciferase reporter, 24 h | Potency, µM (titrated, usually from 9.22 µM), inactives show at the highest dose activation, actives largely listed as activators | 320,000 compounds, 2.4% hits;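 further: % of control where 0% means no effect; nearly all actives have a fitted effect of over 60% in size; reporter is driven by a mutant NPC1 promoter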
#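 Luminescence from an NPC1 promoter-driven luciferase reporter in stably transfected Huh7 cells was measured after 24 h compound treatment at 37 °C, followed by 10 min ambient incubation with luciferase detection reagent.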
# uPA surface inh – inhibitors of cell surface uPA generation; cell surface uPA generation assay, qHTS; Potency, µM (highest dose often 38.3 µM), for the others: top-dose activity change, negative = inhibition, most hits filed as inhibitors; 330,000 compounds, 0.31% hits; AID 540303; active means well fitted inhibition curve with a large enough effect; inconclusive means small, poorly fitted or top-dose-only effect; inactive means no such curve, though single readings can be large or run the other way; tested in mouse RAW 264.7 cells; further: on the % scale 0 is the no-effect control and ±100 the full control effect; nearly all actives have a fitted effect of over 55% in size
# ELG1 genotox – inducers of genotoxicity in HEK293T ELG1-luciferase cells; 330,000 compounds, 1.3% hits; HEK293T ELG1-luciferase reporter, luminescence, 16 h; Potency, µM (top dose mostly 46 µM), for inactives: at the top dose activity change, positive = activation, actives largely listed as activators; AID 504466; further: % of control where 0% means no effect; nearly all actives have a fitted effect of over 60% in size
#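 Genotoxicity was scored as increased ELG1-luciferase reporter signal, measured by ONE-Glo luminescence (30 min, room temperature). Compound or vehicle exposure of the HEK293T reporter cells lasted 16 hr at 37°C.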
# Rab9 prom act – Rab9 promoter activation. 320,000 compounds, 2.8% hits. Huh7 Rab9 promoter-luciferase reporter, luminescence, 24 h. Potency, µM (series often up to 9.22 µM), for the others: at the highest dose activation, negative = inhibition, usual class: activators; further: % of control where 0% means no effect; nearly all actives have a fitted effect of over 60% in size
#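 Cells were plated at 1500 per well in reduced-serum medium with 10% FBS and left 2 h. Compound in DMSO was then added for 24 h at 37 °C. Reporter signal was read by luminescence after 10 min with luciferase detection reagent.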
# BRCA1 expr up – activators of BRCA1 expression; AID 624202; 380,000 compounds, 1.1% hits; Potency, µM (top dose mostly 46.1 µM), without a hit: top-dose activation, actives largely listed as activators; MCF7-BRCA1-FFLuc reporter, luminescence, 48 h; response scale: scaled: vehicle 0%, 10 µM genistein 100%; further: nearly all actives have a fitted effect of over 80% in size; some results filed as inactive show a strong effect at the top dose
#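 Reporter cells (MCF7, BRCA1 promoter-firefly luciferase) received library compounds across a concentration series for 48 h. End-point luminescence was measured and concentration-effect curves derived after normalization.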
# * = called active by the depositor; ? = inconclusive; nt = no result given; [ ] = dose if it differs, or a comment. Unless noted, the call rests on the fitted dose curve; in most records, active means well fitted curve in the direction sought with a large enough effect; inconclusive means small, poorly fitted or top-dose-only effect, or another doubt; inactive means no such curve, though single readings can be large; an effect the other way counts as inactive or inconclusive. Potency means the concentration at half of the fitted maximal effect. A portion of the library (hit frequency here may not be typical).
SMILES,FLuc modulator,MLL CXXC-DNA inh,VP16 counter,MBNL1-CUG inh,p53 reactivation,RORgamma inh,NPC1 promoter act,uPA surface inh,ELG1 genotox,Rab9 prom act,BRCA1 expr up
Cc1ccc(NC(=O)C(NC2CCCC2)c2ccccc2)cc1Cl (configuration not stated),-1%,-3%,1%,-1%,7%,-33%,-2%,nt,-6%,-1%,-25%
COc1ccccc1CNC(=O)CSc1ccccc1,?,4%,13%,-3%,2%,15%,?,-1%,?,3.2µM*,49%
Cc1ccc(C(=O)N(C)CC(=O)Nc2cccc(F)c2)cc1S(=O)(=O)N1CCCCC1,4%,nt,nt,nt,-1%,nt,-1%,19%,-3%,0%,-33%
CCc1ccc(CN(C(=O)c2cccs2)C2CCS(=O)(=O)C2)cc1 (configuration not stated),2%,-9%,-6%,-4%,-2%,8%,-1%,-9%,2%,4%,-2%
COc1ccc(-c2noc(COc3ccc4ccccc4c3Br)n2)cc1OC,0%,17%,0%,0%,8%,?,-4%,3%,3%,-9%,8%
COCCN(C(=O)CSc1nc2ccc(C)cc2[nH]1)c1c(N)n(Cc2ccccc2)c(=O)[nH]c1=O,-6%,3%,10%,-3%,-1%,7%,-3%,1%,3%,-2%,-6%
Cc1ccc(CN2CCNC(=O)C2CC(=O)NCc2csc(C(C)C)n2)cc1 (configuration not stated),-4%,5%,-8%,3%,-4%,-11%,-2%,6%,1%,-1%,-22%
COc1ccc(/C=N/OCC(=O)N=Nc2c(O)[nH]c3ccc(Br)cc23)cc1OC,-10%,-4%,?,nt,-7%,-23%,-3%,-6%,0%,-1%,-43%
Fc1ccc(Nc2ncnc3ccccc23)cc1,?,3%,11%,-3%,nt,1%[1.91 µM],0%,-5%,-6%,7%,31%
O=S(=O)(NCCCN1CCOCC1)c1ccc(Cl)cc1,-2%,41%[activator],2%,-3%,-3%,18%,3%,-1%,-2%,0%,-5%
CCC(=O)Nc1nc2c(s1)COc1ccccc1-2,-10%,3%,-6%,19%,-1%,61%,2%,-2%,-11%,-1%,20%
Cc1ccc2c(c1)C(=O)CCN2,4%,-2%,0%,9%,-2%,-5%,1%,2%,1%,-1%,1%
COc1ccccc1CNC(=O)COc1ccc(C)nc1[N+](=O)[O-],3%,2%,22%,?,3%,9%,-5%,-18%,1%,-3%,-5%
c1ccc(CNc2ncnc3scc(-c4cccs4)c23)nc1,-7%,-6%,?,-4%,-3%,?,-12%,?,-18%,-29%,-48%
COc1ccc(CN2C(=O)CSC2c2ccncc2)cc1 (configuration not stated),-1%,-8%,5%,-9%,-3%,-36%,5%,6%,-4%,-5%,-4%
Cc1ccc(S(=O)(=O)CCC(=O)NCc2ccccc2F)cc1,4%,nt,nt,nt,6%,nt,2%,11%,-3%,-3%,-11%
O=C(N/N=C/c1cn(-c2ccccc2)nc1-c1cc2ccccc2o1)c1ccncc1,1.9µM*,7%,4.5µM*,16%,?,2.8µM*,2.8µM*,-17%,?,2.2µM*,-46%
CCn1cc(C(=O)N[C@@H](C)C(=O)NCCCN2CCOCC2)c(=O)c2cc3c(cc21)OCO3,1%,12%,-15%,-11%,-2%,18%,3%,5%,2%,-6%,-11%
COC(=O)Cc1c(O)ccn(Cc2ccc3c(c2)OCO3)c1=O,1%,3%,-18%[10 µM],-5%,-3%,-20%,-17%,nt,-2%,-10%,-1%
N#CC1=C(S)N(c2ccccc2)C(c2ccc(-c3ccc(Cl)c(Cl)c3)o2)NC1=O (configuration not stated),-19%,0%,?,?,3%,10µM*,-4%,11%,0%,22%,-20%
O=C(c1cccs1)N1CCC(N2CCN(c3ccccc3)CC2)CC1,4%,12%,2%,-5%,-10%,-31%,2%,0%,-2%,0%,4%
CC1CCN(C(=S)Nc2ccc(SC(F)F)cc2)CC1,1.1µM*,3%,11µM*,nt,?,7.9µM*,?,-3%,9%,27%,65%
Cc1ccnc(NS(=O)(=O)c2ccc(N3C(=O)c4ccccc4C3=O)cc2)n1,3%,4%,-8%,nt,4%,-1%[10 µM],-3%,3%,4%,-22%,-11%
COc1cccc(/C(O)=C/c2nc3ccc(C(=O)NCCc4ccc(Cl)cc4)cc3[nH]c2=O)c1,?,?,14µM*,3%,-9%,?,-3%,5%,3%,-3%,-87%
COCCN(C(=O)C(C)C)c1nnc(-c2ccc(C)cc2)s1,?,-1%,-10%,3%,0%,0%,2%,0%,1%,12%,53%
CCOC(=O)c1ccccc1NC(=O)COC(=O)CSCC(=O)Nc1cc(C)on1,8%,nt,nt,nt,7%,nt,-9%,2%,-3%,1%,4%
O=C(Cc1ccccc1)Nc1ccc(NC(=O)c2ccccc2)nc1,?,5%,7%,-3%,14%,?,2.8µM*,nt,?,2.2µM*,13µM*
O=C(N/N=C/c1ccc(Br)s1)c1c[nH]c2ccccc12,21µM*,1%,?,?,23%,?,3.5µM*,9%,3%,2.8µM*,36%
O=C(c1ccc2ccccc2n1)N1CCN(c2ccccc2)CC1,1%,1%,11%,4%,-5%,44%,-3%,2%,3%,-2%,39%
Cc1ccc(CNC(=O)c2ccc(NC(=O)CCS(=O)(=O)c3cccs3)cc2)cc1,9%,36%[activator],1%,9%,2%,8%,1%,3%,14%,-3%,-9%
Clc1ccc(Cl)c(OCCN2CCCC2)c1,0%,13%,1%,5%,nt,-38%,0%,5%,-3%,-1%,-3%
C=CCN1C(=O)c2ccc(C(=O)OCC(=O)Nc3ccc(S(N)(=O)=O)cc3)cc2C1=O,-1%,nt,nt,nt,6%,nt,-1%,2%,-6%,-4%,13%
CN(Cc1ccno1)Cc1cn(C)nc1-c1ccc(Oc2ccccc2)cc1,-5%,-2%,3%,0%,-3%,5%,-2%,0%,-12%,-1%,-38%
CCCCSCc1ccc(C(=O)O)o1,2%,-1%,1%,2%,1%,-1%,-3%,-3%,0%,-1%,3%
COC(=O)c1ccc(NC(=O)CSc2nnc(COc3ccc4c(c3)CCCC4)o2)cc1,-10%,0%,0%,-5%,-1%,-13%,5%,0%,-1%,5%,-2%
CCOc1cc2c(cc1/C=C/c1noc(C)c1[N+](=O)[O-])OC(C)C2 (configuration not stated),-1%,?,14%,1%,4%,-7%,-4%,4%,-2%,0%,-17%
CCOc1ccc(Nc2ccnc3cc(Cl)ccc23)cc1,-13%,9%,0%,?,-5%,19%,2%,-9%,-2%,8%,9%
COc1ccc2[nH]c(C)c(CCN(Cc3cccs3)C(=S)Nc3cccc(F)c3)c2c1,1%,15%,?,?,2%,1.6µM*,0%,?,-4%,-8%,-64%
CCN(C(=O)CSc1nc2n[nH]c(C)c2c(=N)n1-c1ccc(Cl)c(C)c1)c1cccc(C)c1,2%,1%,?,1%,14%,13µM*,-1%,?,-10%,0%,-86%
C/C(=N\Nc1cc(C)nc(-c2ccccc2O)n1)c1ccccc1,9.5µM*,6%,8%,9%,1%,30%,-1%,-5%,-8%,-3%,40%
CCC1CCCCN1C(=O)Cn1c(=O)n(CCCC(=O)NCc2ccco2)c(=O)c2sccc21 (configuration not stated),1%,-7%,6%,-16%,-8%,36%,0%,-8%,-3%,-1%,1%
CC(C)C(c1nnnn1C1CCCCC1)N1CCc2ccccc2C1 (configuration not stated),5%,9%,26%,?,4%,1%,0%,-6%,-6%,-5%,0%
C=CCC1(CC=C)CCCN1C(=O)C1CCC(=O)N(CCc2ccccc2)C1 (configuration not stated),11µM*,6%,-19%,-4%,10%,?,4µM*,-7%,?,2.8µM*,?
Cc1cccc(NC(=S)NNC(=O)c2sccc2C)c1,15µM*,2%,-9%,0%,23%,-35%,1%,nt,?,?,7%
Clc1ccc(C2=NNC(=NCc3ccc4c(c3)OCO4)SC2)cc1,19µM*,23%,?,-1%,2%,?,15%,-6%,-7%,15%,-61%
Cc1ccc(OCCn2ccc(=O)[nH]c2=O)cc1C,11%,-4%,-1%,3%,-5%,3%,3%,1%,6%,2%,1%
COc1cccc(C(=O)CSc2nc3cccnc3n2C)c1,-10%,-7%,?,-7%,-8%,?,-5%,-3%,0%,-1%,-7%
CCCCNC(=O)C1c2ccccc2Oc2ccccc21,-2%,2%,8%,3%,1%,0%,-8%,?,1%,-3%,-3%
